# Screening data (PubChem BioAssay)
# RGS4 act: RGS4 potentiation or activation; B-score at 10 µM; AID 463111; HEK293 M3R/inducible RGS4, carbachol calcium flux Fluo4; hits give low values; actives 0.92% (n = 310,000);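 active = B-score of the integrated calcium signal more than 4 SD below the library mean, with starting fluorescence not abnormally high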;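 note: negative B-score means reduced calcium response which marks RGS4 activation or potentiation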
#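 System: HEK293 FlpIn-TREx cells, stable M3R, doxycycline-inducible RGS4. Timing: overnight RGS4 induction, 30 min dye load 37 °C, 20 min compound RT. Also added: carbachol, ECmax concentration. Measured by: Fluo4 fluorescence kinetic imaging of calcium. Evaluation: integrated calcium ratio converted to B score.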
# PolyA inh: yeast polyadenylation inhibition. S. cerevisiae SKY197-pL101 polyadenylation reporter, beta-gal luminescence; efflux-impaired pdr1/pdr3 knockout yeast; score 100 = 6 SD above DMSO. calls only at 12 µM. actives 0.02% (n = 300,000);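 active = lowest replicate activity score at least 50, where 100 means six control SD above control mean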;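 note: yeast exposed to compound for 9 h at 30 °C; higher score means more reporter readthrough which indicates perturbed polyadenylation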
# GSK3B inh: human GSK3beta kinase inhibition; GST-GSK3beta kinase, ADP-Glo luminescence, 60 min; hits give low values; actives 0.038% (n = 300,000); activity score (negative = inhibition), % at 10 µM; AID 2097;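 active = more than half of replicate wells score below -50%, meaning over 50% inhibition versus plate controls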;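 note: 0% = median DMSO wells and -100% = median GW8510 positive control wells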
# Target sequence (P49841 whole entry, looked up): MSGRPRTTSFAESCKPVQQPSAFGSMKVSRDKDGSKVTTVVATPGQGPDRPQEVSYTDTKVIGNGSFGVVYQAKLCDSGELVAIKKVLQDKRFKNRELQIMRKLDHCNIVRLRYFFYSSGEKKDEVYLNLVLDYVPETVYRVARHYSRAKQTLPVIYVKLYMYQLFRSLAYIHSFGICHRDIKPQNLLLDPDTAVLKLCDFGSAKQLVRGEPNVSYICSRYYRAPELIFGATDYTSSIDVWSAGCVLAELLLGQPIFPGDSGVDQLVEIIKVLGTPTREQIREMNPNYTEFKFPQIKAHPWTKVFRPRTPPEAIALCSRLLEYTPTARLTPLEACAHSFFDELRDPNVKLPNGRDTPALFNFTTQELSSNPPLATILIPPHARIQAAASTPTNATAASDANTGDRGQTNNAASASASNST
#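 Test system: GST-tagged human GSK3beta kinase, cell-free; evaluation: activity score scaled between in-plate DMSO and GW8510 controls; measured by: ADP-Glo luminescence; incubation: 60 min reaction, RT; benchmarks: DMSO and 20 µM GW8510; reagent: peptide substrate plus 25 µM ATP (final); medium: Tris/MgCl2 kinase buffer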
# Dyrk1A ADPGlo: inhibitors of rat Dyrk1A kinase; AID 504441; actives 0.43% (n = 310,000); ADP-Glo luminescence, NFATc1 peptide; inhibition, % at 12.5 µM; in the data active = inhibition above about 50%;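 note: plate controls were vehicle with enzyme for no effect and no enzyme for full effect; many of its hits are not listed in these tables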
# KCNK9 inh: human KCNK9 channel inhibition; Q9NPC2; HEK293 KCNK9, FluxOR thallium flux fluorescence; hits give low values; B-score at 10 µM; actives 1.2% (n = 310,000); AID 488922;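 active = ratio B-score over 3 SD below the library mean, with starting fluorescence within 5 SD of its mean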;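 note: negative B-score means less thallium flux so channel inhibition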
# KCNQ1 inh: inhibitors of human KCNQ1 potassium channel; CHO-K1 KCNQ1, FluxOR thallium flux fluorescence; hits give high values; actives 1.3% (n = 310,000); B-score at 10 µM; P51787;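 active = compounds whose thallium flux B-score, printed positive for inhibition, exceeds three library SD while starting fluorescence stays within three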;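 note: channel opened by potassium depolarization with thallium stimulus after 20 min compound exposure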
# KCNQ1 pot: potentiators or activators of human KCNQ1 potassium channel. P51787. CHO-K1 KCNQ1, thallium flux FluxOR fluorescence; hits give high values. B-score at 10 µM. actives 0.35% (n = 310,000). AID 2648;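 active = fluorescence ratio B-score, a plate-corrected score, at least three library SD, with initial intensity B-score within 5 SD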
#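 System: CHO-K1 cells stably expressing KCNQ1 / Medium: assay buffer for compound exposure, DMSO matched across wells / Reagent: thallium- and potassium-containing depolarizing buffer / Compound: one concentration, matched DMSO / Incubation: 20 min compound pretreatment at room temperature / Measured by: kinetic FluxOR fluorescence, 10 s baseline plus 110 s post-stimulus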
# RGS4 inh: inhibitors of human RGS4 | HEK293 M3R/RGS4 inducible, Fluo-4 calcium flux; hits give high values; triggered by carbachol at its EC20 | P49798 | actives 0.45% (n = 310,000) | B-score at 10 µM;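 active = B-score, a plate-corrected calcium signal, over three deviations above library mean, with baseline fluorescence within five deviations of library mean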;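 note: RGS4 expression induced by doxycycline in cells with stable M3 receptor; B-score is computed from the integrated fluorescence ratio over baseline after carbachol; higher B-score means a larger calcium signal and so more RGS4 inhibition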
# hERG rescue: hERG (human) protection from proarrhythmic block. CHO-hERG, FluxOR thallium flux, dofetilide IC70 present. activation (rescue from dofetilide block), less the hit threshold, % at 10 µM. actives 0.51% (n = 310,000). AID 1511;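 active = activation above the mean of controls blocked by dofetilide plus 5 SD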;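 note: thallium influx through hERG after potassium depolarization seen as dye fluorescence rise; in these data hits start at about 4.7%; inactives centre near -7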
# KCNK3 block: human KCNK3 channel inhibition, primary screen; O14649; CHO-KCNK3 thallium flux, FluxOR fluorescence; hits give low values; B-score at 10 µM; actives 0.84% (n = 340,000);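 active = B-score under library mean minus 4 SD, starting fluorescence ratio at most library mean plus 5 SD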;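 note: more negative B-score means stronger inhibition of thallium flux through KCNK3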
# Target sequence (O14649 whole entry, looked up): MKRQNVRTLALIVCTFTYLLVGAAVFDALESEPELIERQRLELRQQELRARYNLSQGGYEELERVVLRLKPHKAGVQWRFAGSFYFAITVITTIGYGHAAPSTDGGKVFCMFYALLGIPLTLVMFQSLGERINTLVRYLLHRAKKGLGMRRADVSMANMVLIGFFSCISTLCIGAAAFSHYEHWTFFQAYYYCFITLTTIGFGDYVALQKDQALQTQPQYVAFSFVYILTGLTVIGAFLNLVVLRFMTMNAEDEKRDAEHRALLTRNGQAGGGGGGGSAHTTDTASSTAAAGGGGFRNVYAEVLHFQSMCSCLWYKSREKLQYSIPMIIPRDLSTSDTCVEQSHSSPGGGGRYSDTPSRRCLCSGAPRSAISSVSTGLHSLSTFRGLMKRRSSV
# GSK3A inh: blocks human GSK-3 alpha kinase | ADP-Glo luminescence, 60 min | inhibition, % at 10 µM | actives 0.1% (n = 320,000) | P49840;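 in the data active = inhibition above about 50%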;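 note: GST-tagged GSK-3 alpha with peptide substrate and 25 µM ATP; 0% = DMSO neutral wells and 100% = GW8510 positive control wells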
# The depositor's hits bear a star; i = inactive; x = no result given. This is a subset. The share of hits here may be higher or lower than overall.
entry	mol	hERG rescue	Dyrk1A ADPGlo	RGS4 act	KCNK9 inh	KCNK3 block	KCNQ1 pot	PolyA inh	RGS4 inh	GSK3B inh	GSK3A inh	KCNQ1 inh
1	[N-]=[N+]=CC(=O)C(O)(c1ccccc1)C(Cl)c1ccccc1 (stereo not drawn)	-5	x	i	i	i	i	i	i	-1	-5	i
2	CCN(CC)CCCNC(=O)c1cn(C)c2ccc(S(=O)(=O)N(C)C)cc2c1=O	-7	0	i	i	i	i	i	i	-4	-1	i
3	Cc1ccc(-c2nnn(CC(=O)N3CCCCC3)n2)cc1	-3	1	i	i	i	i	i	i	-1	1	i
4	COc1cc(CCC(=O)Nc2cccc(C(F)(F)F)c2)cc(OC)c1OC	-3	2	i	i	i	i	i	i	1	2	i
5	O=C(CCNS(=O)(=O)c1ccc(Cl)cc1)Nc1ccncc1	-8	1	i	i	i	i	i	i	2	0	i
6	C/C(=N/NC(=O)CNC(=O)c1ccccn1)c1ccccc1	-7	2	i	i	i	i	i	i	1	0	i
7	O=C(O)CCC(NS(=O)(=O)c1ccc(-c2ccccc2)cc1)C(=O)O (stereo not drawn)	-7	3	i	i	i	i	i	i	2	-10	i
8	CCOC(=O)N1CCC2(CC1)C(C#N)=C(N)Oc1c2c(C)nn1-c1cccc(Cl)c1	-19	0	i	i	i	i	i	i	4	-4	6*
9	O=C(c1ccco1)N1CCN(c2ncnc3scc(-c4ccc(F)cc4)c23)CC1	-4	10	i	i	i	i	i	i	-2	4	i
10	COc1ccc(NC(=O)CSc2nc(C)cc(C)n2)cc1	-6	2	i	i	i	i	i	i	3	-4	i
11	Cc1ccc(CN(Cc2ccccc2)C(=S)NCC(=O)NCc2cccnc2)o1	-11	x	i	i	i	i	i	i	2	0	i
12	CCN(CC(=O)Nc1ccc2c(c1)OCCO2)c1nc(-c2cccnc2)nc2ccccc12	-17	4	i	i	i	i	i	i	0	-3	i
13	O=C(/C=C/c1ccc([N+](=O)[O-])cc1)NCc1cccnc1	-2	9	i	i	i	i	i	i	-2	-3	i
14	NC(=O)c1ccc(NC(=O)COC(=O)/C=C/c2cccs2)cc1	-8	0	i	i	i	i	i	i	1	0	i
15	O=C(O)c1cc(-c2cccs2)nc2cc3c(cc12)OCCO3	-10	9	i	i	i	i	i	i	-1	x	i
16	Cc1noc(COc2ccc(OCc3nc(C)no3)cc2)n1	-7	0	i	i	i	i	i	i	0	-1	i
17	C=CCN1CC(O)=C(c2ccccc2)C1=N	4	-2	i	i	i	i	i	i	2	-4	i
18	c1ccc2[nH]cnc2c1	-5	11	i	i	i	i	i	i	-5	-1	i
19	CCOc1ccc(Oc2c(/C=N/NC(C)=O)c(C)nn2-c2ccccc2)cc1	-4	1	i	i	i	i	i	i	1	4	i
20	COc1ccc(CN2CCN(c3ccccc3OC)CC2)c(OC)c1	-1	x	i	i	i	i	i	i	1	0	i

# Continuation.
entry	mol	hERG rescue	Dyrk1A ADPGlo	RGS4 act	KCNK9 inh	KCNK3 block	KCNQ1 pot	PolyA inh	RGS4 inh	GSK3B inh	GSK3A inh	KCNQ1 inh
21	CCOC(=O)CSC(CC)C(=O)Nc1nnc(CC)s1 (stereo not drawn)	-11	-6	i	i	i	i	i	i	2	-1	i
22	O=c1c(-c2ccco2)[n+]([O-])c2ccccc2n1OCc1ccccc1F	-16	-3	i	i	i	i	i	i	0	-1	i
23	c1ccc(-c2cn3c(n2)CCc2ccc4cccnc4c2-3)cc1	-12	19	i	i	i	i	i	i	-6	-2	i
24	CCC(C(=O)NCc1ccco1)N(C(=O)CNS(=O)(=O)c1ccc(C)cc1)c1ccccc1F (stereo not drawn)	-10	-3	i	i	i	i	i	i	1	1	i
25	CN1CCN(C(=S)NC(=O)/C=C/c2cccs2)CC1	-3	4	i	i	i	i	i	i	1	1	i
26	CCCCN(CCCC)c1nc(-c2ccncc2)nc2ccccc12	-32	-1	i	-9.1*	-9.4*	i	i	i	-1	-3	i
27	COc1cc(NC(=O)c2ccco2)c(C(=O)O)cc1OC	-6	1	i	i	i	i	i	i	3	-4	i
28	CCCOc1ccc(S(=O)(=O)n2cc(Br)c(=O)[nH]c2=O)cc1	-1	x	i	i	i	i	i	i	1	-4	i
29	CC1=C(C(=O)OC(C)(C)C)C(c2cccc3ccccc23)NC(=O)N1 (stereo not drawn)	-8	-6	i	i	i	i	i	i	1	21	i
30	O=S(=O)(NOCc1ccc(Cl)cc1)c1ccc(Cl)cc1	-2	1	i	i	i	i	i	i	-2	1	i
31	Cc1ccc(C2(C)NC(=O)N(CC(=O)NC(=O)NC(C)(C)C)C2=O)cc1 (stereo not drawn)	-4	-8	i	i	i	i	i	i	0	-1	i
32	O=C(CSc1ncnc2sc3c(c12)CCC3)N1CCOCC1	-5	2	i	i	i	i	i	i	1	1	i
33	Cc1cc(C)nc(NS(=O)(=O)c2ccc(NC(=S)NC(=O)CC(C)C)cc2)n1	-4	0	i	i	i	i	i	i	-2	-1	i
34	O=C(O)CC1(CC(=O)Nc2ccccc2C(=O)c2ccccc2)CCCC1	-8	-5	i	i	i	i	i	i	1	0	i
35	COc1cccc(N(CC(=O)NCCSc2ccccn2)S(=O)(=O)c2ccccc2)c1	-11	-1	i	i	i	i	i	i	1	-1	i
36	CN1CCN(S(=O)(=O)c2cccc(C(=O)Nc3ccccc3N3CCCC3)c2)CC1	-13	0	i	i	i	i	i	i	1	-1	i
37	Cc1c(S(=O)(=O)N2CCOCC2)c(=O)n(C)c(=O)n1C	0	3	i	i	i	i	i	i	1	0	i
38	N/C(=N\OC(=O)c1cccc(Br)c1)c1ccc(Br)cc1	-7	5	i	i	i	i	i	i	-2	1	i
39	CCCn1nc2cc(C(=O)N(CC)c3ccc(OC)cc3)ccc2c1OCC	-12	-1	i	i	i	i	i	i	4	1	i
40	COc1cc(O)c2c(c1)OC(C)(C)CC2=O	-11	-5	i	i	i	i	i	i	-1	2	i

# The results go on:
entry	mol	hERG rescue	Dyrk1A ADPGlo	RGS4 act	KCNK9 inh	KCNK3 block	KCNQ1 pot	PolyA inh	RGS4 inh	GSK3B inh	GSK3A inh	KCNQ1 inh
41	O=C(c1cccs1)N1CCN(c2nc3c(F)cc(F)cc3s2)CC1	-21	16	i	i	i	i	i	i	-2	-2	i
42	O=C1CC(C(=O)N2CCOCC2)C2(CCCC2)O1 (stereo not drawn)	-18	-3	i	i	i	i	i	i	-6	-1	i
43	C/C(=N/OC(=O)c1ccc(F)cc1)c1ccc(C)cc1	-5	10	i	i	i	i	i	i	-2	-2	i
44	COc1cc(NC(=S)NCCC(c2ccccc2)c2ccccc2)cc(OC)c1	-10	-1	i	i	i	i	i	i	4	-3	6*
45	Cc1cc(N/N=C/c2ccc(N(C)C)cc2)c2ccccc2n1	-2	-2	i	i	i	i	i	i	3	2	i
46	CN(C)CCCNC(=S)N(CCN(C)C)Cc1cc2cc3c(cc2[nH]c1=O)OCCO3	-6	-2	i	i	i	i	i	i	2	3	i
47	COc1ccccc1Nc1c2c(nc3ccc(N)cc13)CCCC2	-15	-5	i	i	i	i	i	i	-2	3	i
48	CCN(CC)C(=S)NC(=O)c1ccc(OC)c(Br)c1	3	-4	i	i	i	8*	i	i	1	-2	i
49	Oc1ccc(C2=NN(c3ccccc3)C(c3ccc(F)cc3)C2)cc1 (stereo not drawn)	-7	4	i	-12*	i	i	i	i	1	0	i
50	COc1ccc(-n2nnnc2SCC(=O)Nc2cccc(C)n2)cc1OC	-2	-5	i	i	i	i	i	i	1	-1	i
51	CCn1cc(/C=N/NC(=O)c2ccc3c(c2)OCO3)cn1	-9	-6	i	i	i	i	i	i	2	0	i
52	CC1CC(C)CN(C(=O)CNS(=O)(=O)c2cccs2)C1 (stereo not drawn)	-1	24	i	i	i	i	i	i	-1	-2	i
